FH mod – Identification of activators of human fumarate hydratase by quantitative high-throughput screening; Potency, µM (highest dose often 79.9 µM), without a hit: at the top dose activity change, negative = inhibition, usual class: inhibitors; 0.22% of 54,000 active; FH coupled MDH/diaphorase resazurin fluorescence, 15 min; note: the screen sought activators but most active calls are inhibition curves; nearly all actives have a fitted effect of over 45% in size
Target sequence (P07954 whole entry, looked up): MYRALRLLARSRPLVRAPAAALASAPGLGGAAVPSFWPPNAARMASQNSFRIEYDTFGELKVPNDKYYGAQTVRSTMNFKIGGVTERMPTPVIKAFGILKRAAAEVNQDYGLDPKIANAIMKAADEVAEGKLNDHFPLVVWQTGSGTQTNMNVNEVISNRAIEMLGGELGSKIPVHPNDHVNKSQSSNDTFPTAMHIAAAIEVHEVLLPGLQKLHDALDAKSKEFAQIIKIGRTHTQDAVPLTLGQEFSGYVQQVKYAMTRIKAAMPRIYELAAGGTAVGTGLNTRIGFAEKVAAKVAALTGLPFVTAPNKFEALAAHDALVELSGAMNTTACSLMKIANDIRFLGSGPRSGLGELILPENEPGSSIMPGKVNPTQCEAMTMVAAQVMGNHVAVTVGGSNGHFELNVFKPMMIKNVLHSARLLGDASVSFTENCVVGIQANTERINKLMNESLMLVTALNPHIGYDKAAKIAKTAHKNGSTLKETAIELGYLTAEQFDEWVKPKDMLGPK
NTMT1 inh – inhibitors of human N-terminal methyltransferase NTMT1 | NTMT1 MTase-Glo SAH luminescence, purified enzyme | AID 1645870 | Q9BV86 | Potency, µM (doses to about 114 µM), for the others: at the top dose activity change, negative = inhibition, actives largely listed as inhibitors | 2.5% of 59,000 active;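 note: plate controls were DMSO vehicle for no effect and no enzyme for full effect; nearly all actives have a fitted effect of over 65% in size; many of its hits are not listed in these tables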
Target sequence (Q9BV86 whole entry, looked up): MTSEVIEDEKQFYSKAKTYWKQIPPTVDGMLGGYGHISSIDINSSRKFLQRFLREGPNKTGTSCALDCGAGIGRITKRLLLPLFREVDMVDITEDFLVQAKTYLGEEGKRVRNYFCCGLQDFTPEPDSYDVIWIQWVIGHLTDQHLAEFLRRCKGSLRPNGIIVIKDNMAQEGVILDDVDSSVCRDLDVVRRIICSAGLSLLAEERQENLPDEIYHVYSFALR
Numbers without * were called inactive; ? = inconclusive; & = joins results of further samples; ! = not active in a repeat; [ ] = dose if it differs, or a comment. Calls come from the whole dose curve; as a rule, active = well fitted curve in the direction sought with a large enough effect; inconclusive = small, poorly fitted or top-dose-only effect, or another doubt; inactive = no such curve, though single readings can be large; an effect the other way counts as inactive or inconclusive. Unless noted, % is set by controls: 0 for no effect and ±100 for the full control effect; potency is the fitted concentration of half-maximal effect.

canonical_smiles	NTMT1 inh	FH mod
CCOc1cc(C(C)(C)C)ccc1C1=NC(C)(c2ccc(Cl)cc2)C(C)(c2ccc(Cl)cc2)N1C(=O)N1CCN(CCCS(C)(=O)=O)CC1 (stereo unspecified)	-0.3%[57.5 µM]	?
Cc1ccc(NC(=O)Nc2nnc(Sc3ncnc4cc(OCCCN5CCOCC5)ccc34)s2)cc1	65.0%[activator]	5.6%
c1ccc(-c2csc(N3CCOCC3)n2)cc1	4.6%[57.5 µM]	0.6%
COc1cc2ncnc(Nc3cccc(I)c3)c2cc1OC	22.4µM*	-3.7%&-20.1%
CCCCOC(=O)NS(=O)(=O)c1sc(CC(C)C)cc1-c1ccc(Cn2ccnc2)cc1	4.6%[57.5 µM]	-2.3%
OCc1ccccc1O[C@@H]1O[C@H](CO)[C@H](O)[C@H](O)[C@H]1O	?	-3.2%[53.3 µM]
Fc1ccc(C(c2ccc(F)cc2)N2CCN(CC=Cc3ccccc3)CC2)cc1	-20.5%[57.5 µM]	0.5%[53.3 µM]
NCCCC[C@H](N[C@@H](CCc1ccccc1)C(=O)O)C(=O)N1CCC[C@H]1C(=O)O	34.0%[activator][57.5 µM]	-5.0%[53.3 µM]

A second format for part of the listing above:
> c1ccc(-c2csc(N3CCOCC3)n2)cc1
  NTMT1 inh: 4.6%[57.5 µM] | FH mod: 0.6%

> CCCCOC(=O)NS(=O)(=O)c1sc(CC(C)C)cc1-c1ccc(Cn2ccnc2)cc1
  NTMT1 inh: 4.6%[57.5 µM] | FH mod: -2.3%

> Fc1ccc(C(c2ccc(F)cc2)N2CCN(CC=Cc3ccccc3)CC2)cc1
  NTMT1 inh: -20.5%[57.5 µM] | FH mod: 0.5%[53.3 µM]

> CCOc1cc(C(C)(C)C)ccc1C1=NC(C)(c2ccc(Cl)cc2)C(C)(c2ccc(Cl)cc2)N1C(=O)N1CCN(CCCS(C)(=O)=O)CC1 (stereo unspecified)
  NTMT1 inh: -0.3%[57.5 µM] | FH mod: ?

Later entries:
canonical_smiles	NTMT1 inh	FH mod
COC(=O)C1=CO[C@@H](O[C@@H]2O[C@H](CO)[C@@H](O)[C@H](O)[C@H]2O)[C@H]2[C@@H]1C=C[C@]21C=C([C@H](C)OC(=O)/C=C/c2ccc(O)cc2)C(=O)O1	0.9%[12.6 µM]	32.4%[20.6 µM]
CC(C)=CC[C@@H](O)C1=CC(=O)c2c(O)ccc(O)c2C1=O	50.1µM*!	-4.8%[53.3 µM]
CCCCC(CC)COC(=O)c1ccc(N(C)C)cc1 (stereo unspecified)	8.5%[57.5 µM]	1.4%[53.3 µM]
C[C@]12CCC(=O)C=C1CC[C@@H]1[C@H]2[C@@H](O)C[C@@]2(C)[C@H]1CC[C@]2(O)C(=O)CO	19.3%[57.5 µM]	6.5%[53.3 µM]
CC1(C)[C@H]2CC[C@]3(C)[C@@H](C(=O)C=C4[C@@H]5C[C@@](C)(C(=O)O)CC[C@]5(C)CC[C@]43C)[C@@]2(C)CC[C@@H]1O	11.1%[57.5 µM]	-2.6%[53.3 µM]
CNCCc1ccccn1	-0.4%[57.5 µM]	0.0%[53.3 µM]
C[C@@H]1O[C@@H](O[C@H]2[C@H](OC(=O)[C@]34CCC(C)(C)C[C@H]3C3=CCC5[C@@]6(C)C[C@H](O)[C@H](O[C@@H]7O[C@H](CO)[C@@H](O)[C@H](O)[C@H]7O)[C@@](C)(CO)C6[C@H](O)C[C@@]5(C)[C@]3(C)CC4)OC[C@H](O)[C@@H]2O)[C@H](O)[C@H](O)[C@H]1O[C@@H]1OC[C@@H](O)[C@H](O[C@@H]2OC[C@](O)(CO)[C@H]2O)[C@H]1O (stereo partly specified)	18.7%[6.45 µM]	-2.5%[13.5 µM]
O=C(O[C@H]1[C@@H]2C=CO[C@@H](O[C@@H]3O[C@H](CO)[C@@H](O)[C@H](O)[C@H]3O)[C@@H]2[C@@]2(CO)O[C@@H]12)c1ccc(O)cc1	11.6%[29.8 µM]	-0.6%[53.3 µM]
O=C(CCCN1CCC(O)(c2ccc(Cl)cc2)CC1)c1ccc(F)cc1	-2.4%&8.2%[57.5 µM]	1.3%&2.0%&16.6%[53.3 µM]
O=S(=O)(c1ccccc1)N(CC(F)(F)F)c1ccc(C(O)(C(F)(F)F)C(F)(F)F)cc1	-5.4%[57.5 µM]	-7.5%
O=C(/C=C/c1ccccc1)OCc1ccccc1	41.3%[activator][57.5 µM]	-13.0%[53.3 µM]
CC(=O)NCC(=O)N1[C@H]2CC[C@H]1c1cc(Nc3ncc(C(F)(F)F)c(NC4CCC4)n3)ccc12	?	-0.3%[53.3 µM]
CC1(CO)CC2C(O)C(=O)C3(CO)CC3(C)C2C1 (stereo unspecified)	5.3%[57.5 µM]	6.6%
Cc1cn2cc(C(=O)N(C)CCO)cc(N[C@@H]3CCOc4cccc(C)c43)c2n1	-3.8%&-1.2%[57.5 µM]	4.6%
COC(=O)c1cc(Cl)ccc1OC	38.5%[activator][57.5 µM]	1.6%[53.3 µM]
C[C@H](CCC(=O)O)[C@H]1CC[C@H]2[C@@H]3C[C@H](O)[C@@H]4C[C@H](O)CC[C@]4(C)[C@H]3CC[C@]12C	-2.7%[57.5 µM]	-2.6%

Compound profiles (already shown):
Results for O=C(O[C@H]1[C@@H]2C=CO[C@@H](O[C@@H]3O[C@H](CO)[C@@H](O)[C@H](O)[C@H]3O)[C@@H]2[C@@]2(CO)O[C@@H]12)c1ccc(O)cc1 → NTMT1 inh: 11.6%[29.8 µM]; FH mod: -0.6%[53.3 µM]
Results for Cc1cn2cc(C(=O)N(C)CCO)cc(N[C@@H]3CCOc4cccc(C)c43)c2n1 → NTMT1 inh: -3.8%&-1.2%[57.5 µM]; FH mod: 4.6%

Further entries follow:
canonical_smiles	NTMT1 inh	FH mod
CN[C@H](CC(C)C)C(=O)N[C@H]1C(=O)N[C@@H](CC(N)=O)C(=O)N[C@H]2C(=O)N[C@H]3C(=O)N[C@H](C(=O)N[C@H](C(=O)O)c4cc(O)cc(O)c4-c4cc3ccc4O)[C@H](O)c3ccc(c(Cl)c3)Oc3cc2cc(c3O[C@@H]2O[C@H](CO)[C@@H](O)[C@H](O)[C@H]2O[C@H]2C[C@](C)(N)[C@H](O)[C@H](C)O2)Oc2ccc(cc2Cl)[C@H]1O	12.3%[57.5 µM]	2.8%[53.3 µM]
O=S(=O)(N=Cc1c(O)ccc2ccccc12)c1cccs1	-11.3%[57.5 µM]	-12.2%[53.3 µM]
NC(=O)CC[C@@H]1NC(=O)[C@H](Cc2ccccc2)NC(=O)[C@H](Cc2ccc(O)cc2)NC(=O)CCSSC[C@@H](C(=O)N2CCC[C@H]2C(=O)N[C@@H](CCCN=C(N)N)C(=O)NCC(N)=O)NC(=O)[C@H](CC(N)=O)NC1=O	4.7%[57.5 µM]	8.2%[53.3 µM]
C[C@@H]1CC=CC=CC=CC=C[C@@H](O[C@@H]2O[C@H](C)[C@@H](O)[C@H](N)[C@H]2O)C[C@@H]2O[C@](O)(C[C@@H](O)C[C@@H]3O[C@@H]3C=CC(=O)O1)C[C@H](O)[C@@H]2C(=O)O	-16.6%[57.5 µM]	-3.6%[53.3 µM]
Cc1c(Nc2ncccc2C(=O)O)cccc1C(F)(F)F	-15.6%[57.5 µM]	-8.0%[53.3 µM]
Oc1ccc(CNc2ccccc2F)c2cccnc12	41.4%[activator][57.5 µM]	8.9%
COc1ccc(/C(C)=C/C(=O)O)c(OC)c1	-8.3%[57.5 µM]	-3.1%[53.3 µM]
O=C(O)c1cccnc1	7.7%[228 µM]	2.7%&8.5%[53.3 µM]
N[C@H]1C(O)O[C@H](CO)[C@@H](O)[C@@H]1O (stereo partly specified)	3.9%[57.5 µM]	10.3%[53.3 µM]
C=C1C(OC(C)=O)[C@@]23CCC4[C@](C)(C(=O)O)CCC[C@@]4(C)[C@]2(O)CC[C@H]1C3 (stereo partly specified)	-1.2%[29.8 µM]	0.1%[53.3 µM]
Cc1ccc(C(=O)Nc2cccc(C(F)(F)F)c2)cc1Nc1nc(-c2cccnc2)nc2c1cnn2C	21.5µM*!	3.4%[53.3 µM]
O=C(O)c1cc(O)c2cccc(O)c2c1O[C@@H]1O[C@H](CO)[C@@H](O)[C@H](O)[C@H]1O	?	-23.9%[53.3 µM]
CC(=O)Nc1ccc(C(=O)Nc2ccccc2N)cc1	-26.9%	4.2%[53.3 µM]
CCOC(=O)C(CCc1ccccc1)NC1CCCN2CCCC(C(=O)O)N2C1=O (stereo unspecified)	3.7%[57.5 µM]	6.4%
CC(=O)Oc1ccccc1C(=O)Nc1ncc([N+](=O)[O-])s1	25.1µM*!	-9.5%[53.3 µM]
CC(=O)OCC(=O)[C@@]1(O)CC[C@H]2[C@@H]3CCC4=CC(=O)CC[C@]4(C)[C@H]3C(=O)C[C@@]21C	?	-1.1%&-0.3%[53.3 µM]
CC(=O)O[C@H]1C[C@@H](O)C(C)(C)C2C[C@@H](OC(C)=O)[C@]3(C)C(CC[C@@]4(C)[C@H](c5ccoc5)OC(=O)[C@H]5O[C@]543)[C@]21C (stereo partly specified)	-23.1%[29.8 µM]	1.7%[53.3 µM]
O=C(O)c1c(Cl)c(Cl)c(Cl)c(Cl)c1-c1c2cc(I)c(=O)c(I)c-2oc2c(I)c(O)c(I)cc12	3.55µM*	?
Nc1ncnc2c([C@@H]3N[C@H](CO)[C@@H](O)[C@H]3O)c[nH]c12	0.5%[57.5 µM]	?
CN(C)c1ccc(C(=C2C=CC(=[N+](C)C)C=C2)c2ccccc2)cc1	22.4µM*	?
CO[C@H]1C[C@@H]2CC[C@@H](C)[C@@](O)(O2)C(=O)C(=O)N2CCCC[C@@H]2C(=O)O[C@H]([C@H](C)C[C@@H]2CC[C@H](OC(=O)C(C)(CO)CO)[C@H](OC)C2)CC(=O)[C@H](C)C=C(C)[C@@H](O)[C@@H](OC)C(=O)[C@H](C)C[C@H](C)C=CC=CC=C1C	-5.6%[57.5 µM]	-12.2%[53.3 µM]
CN[C@@H](C)C(=O)N[C@H]1CN(C(=O)CC(C)C)CC[C@H]2CC[C@@H](C(=O)NC(c3ccccc3)c3ccccc3)N2C1=O	?	0.9%
CN(C)C(=O)Nc1cc(-c2ccccc2)ccc1N(C)C	-3.1%[57.5 µM]	-2.5%
Nc1nc2c(c(N3CC[C@@H](N)C3)n1)CCCc1ccccc1-2	-2.4%[57.5 µM]	0.0%
COc1cc([C@@H](O[C@@H]2O[C@H](CO)[C@@H](O)[C@H](O)[C@H]2O)[C@@H]2CO[C@H](c3ccc(O)c(OC)c3)[C@H]2CO)ccc1O	9.5%[29.8 µM]	0.0%[53.3 µM]
Nc1nc2c(ncn2CCC(CO)CO)c(=O)[nH]1	5.9%&31.9%[57.5 µM]	-11.2%
Oc1ccccc1C=NCc1ccccc1	26.2%[57.5 µM]	-0.5%[53.3 µM]
Nc1cc(C(F)(F)F)c(-c2cc(N3CCOCC3)nc(N3CCOCC3)n2)cn1	-16.7%	10.1%

Retrieved one by one from above (2):
canonical_smiles	NTMT1 inh	FH mod
Oc1ccccc1C=NCc1ccccc1	26.2%[57.5 µM]	-0.5%[53.3 µM]
Nc1nc2c(ncn2CCC(CO)CO)c(=O)[nH]1	5.9%&31.9%[57.5 µM]	-11.2%

High-throughput results from PubChem BioAssay.

Not all compounds are listed. The share of hits here may be higher or lower than overall.
